Screening results from PubChem.
NR2E3 ag-1: activates human photoreceptor nuclear receptor NR2E3 | Q9Y5X4 | GST-NR2E3/biotin-RetCOR TR-FRET, 1536-well | inhibition of corepressor binding, % at 4.78 µM | 320,000 tested, 0.12% active | AID 2300;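 active means percent inhibition above the cutoff of mean plus 3 SD of all tested compounds, set per screening campaign, cut at about 20% in these data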;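 further: 0% = DMSO wells and 100% = biotin wells as full block of FRET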
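System: GST-tagged NR2E3 plus biotinylated RetCOR corepressor; Buffer or medium: pH 7.5 Tris-based buffer; Probe or stimulus: RetCOR corepressor, biotinylated, 7 nM; Doses: compound at 4.8 µM, single dose; Schedule: 5 h incubation at 4 °C; Technique: time-resolved FRET; Evaluation: percent inhibition of TR-FRET ratio; Replication: one well per compound, singlicate testing.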
HTR2A ag: agonists of mouse serotonin 5-HT2A receptor (HTR2A); P35363; CHO-K1 mHTR2A beta-arrestin complementation, luminescence; percent of 30 µM serotonin response; activation, % at 7.6 µM; 360,000 tested, 0.66% active;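 active means activation above a run cutoff, the mean activation of all tested compounds plus 3 SD, cut at about 14% in these data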;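 further: 0% = plate median of compound wells and 100% = 30 µM serotonin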
Target sequence (P35363 whole entry, looked up): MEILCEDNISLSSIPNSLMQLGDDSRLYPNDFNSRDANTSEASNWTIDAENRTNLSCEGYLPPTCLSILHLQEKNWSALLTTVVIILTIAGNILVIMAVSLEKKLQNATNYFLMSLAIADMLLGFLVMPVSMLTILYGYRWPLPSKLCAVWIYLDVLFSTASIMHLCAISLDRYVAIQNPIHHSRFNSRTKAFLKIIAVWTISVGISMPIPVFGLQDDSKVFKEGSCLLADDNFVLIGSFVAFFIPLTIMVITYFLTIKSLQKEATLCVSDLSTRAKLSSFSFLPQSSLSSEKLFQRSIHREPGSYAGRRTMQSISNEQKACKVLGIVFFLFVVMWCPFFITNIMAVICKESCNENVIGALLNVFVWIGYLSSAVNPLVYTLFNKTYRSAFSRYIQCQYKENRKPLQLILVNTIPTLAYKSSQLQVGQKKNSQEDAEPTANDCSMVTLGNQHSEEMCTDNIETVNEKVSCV
MITF TRPM1 inh: reduces MITF-dependent TRPM1 promoter luciferase signal; 330,000 tested, 0.83% active; SK-MEL-5 TRPM1 promoter luciferase, 24 h; inhibition, % at 12.5 µM;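 active means mean inhibition across replicates of 60% or more, whatever share of single replicates reaches that level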; further: values of inactives mirror those of a sister screen read the other way
CaV13 ICDI inh: Disruptors of the CACNA1D IQ motif to Ca2+-dependent inactivation inhibitor domain association, primary screening, Förster resonance energy transfer in intact living …; HEK cells, CFP/YFP FRET ICDI-IQ, plate reader, 10 min; percent FRET-ratio fall versus neutral wells; 340,000 tested, 0.098% active; inhibition, % at 12.3 µM;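 active means mean replicate inhibition of at least 30% and at least 1% of replicates passing that level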;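 further: 0% = median of the neutral control wells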
HIF-2a block: blocks HIF-2a reporter activity. 360,000 tested, 0.72% active. 786-0 RCC cells HIF-2a reporter, luciferase luminescence, overnight. inhibition, % at 18.8 µM. AID 624352;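 active means inhibition of the luminescence signal of 40% or more relative to plate controls, in a single-dose primary screen at 18.75 µM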
Shn3 3UTR inh: inhibitors of Schnurri-3 3'UTR reporter in osteoblasts. inhibition, % at 12.5 µM. Clone20 osteoblast Shn3 3'UTR firefly luciferase, 24 h. 360,000 tested, 0.52% active;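 active means mean inhibition of at least 75% with every replicate also reaching 75%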;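 further: 0% = median of neutral control wells and 100% = pilot-screen positive control compound; some compounds past the cut are filed as inactive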
hiPSC survival: hiPSC single-cell survival enhancement. ATPlite luminescence; 100% = ROCK inhibitor wells, 0% = DMSO. survival enhancement, % at 20 µM. 360,000 tested, 0.044% active; in the data active means survival enhancement above about 18%;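 further: cells exposed to compounds for 16 hours before the ATP read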
NR2E3 ag-2: human photoreceptor-specific nuclear receptor agonism; CHO-S Gal4-NCOR/VP16-NR2E3 two-hybrid, luciferase; inhibition of corepressor binding, % at 3.98 µM; 360,000 tested, 0.35% active; AID 602229;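 active means inhibition above the mean of all tested compounds plus 3 SD, cut at about 70% in these data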;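 further: 0% = DMSO with NR2E3 transfected cells and 100% = cells lacking NR2E3 construct; higher means lower luciferase signal from less NR2E3 corepressor binding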
Cardio protect: protects H9c2 cardiomyocytes from peroxide injury | H2O2 injury protection, ATPLite, 2 h | protection from H2O2 cell death, % at 20 µM | 360,000 tested, 0.63% active | AID 588492;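 active means compounds giving at least 50% protection of heart cells from peroxide-induced death in the single-dose screen, raw or plate-pattern-corrected value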;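 further: 0% = DMSO wells with peroxide and 100% = DMSO wells without peroxide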
Peg3 prom inh: Peg3 promoter activity inhibition | 360,000 tested, 1.7% active | inhibition, % at 20 µM | HeLa PEG-Prom luciferase reporter, luminescence, overnight | AID 588405;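 active means inhibition of at least 50% at 20 µM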
PDI inh: blocks human protein disulfide isomerase activity. P07237. PDI insulin aggregation turbidity, A650, 90 min. inhibition, % at 10 µM. 350,000 tested, 0.052% active. AID 588391;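 active means mean inhibition across replicates of 30% or more, whatever share of single replicates reach that level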;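 further: absorbance from insulin aggregation driven by PDI reduction with DTT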
Target sequence (P07237 whole entry, looked up): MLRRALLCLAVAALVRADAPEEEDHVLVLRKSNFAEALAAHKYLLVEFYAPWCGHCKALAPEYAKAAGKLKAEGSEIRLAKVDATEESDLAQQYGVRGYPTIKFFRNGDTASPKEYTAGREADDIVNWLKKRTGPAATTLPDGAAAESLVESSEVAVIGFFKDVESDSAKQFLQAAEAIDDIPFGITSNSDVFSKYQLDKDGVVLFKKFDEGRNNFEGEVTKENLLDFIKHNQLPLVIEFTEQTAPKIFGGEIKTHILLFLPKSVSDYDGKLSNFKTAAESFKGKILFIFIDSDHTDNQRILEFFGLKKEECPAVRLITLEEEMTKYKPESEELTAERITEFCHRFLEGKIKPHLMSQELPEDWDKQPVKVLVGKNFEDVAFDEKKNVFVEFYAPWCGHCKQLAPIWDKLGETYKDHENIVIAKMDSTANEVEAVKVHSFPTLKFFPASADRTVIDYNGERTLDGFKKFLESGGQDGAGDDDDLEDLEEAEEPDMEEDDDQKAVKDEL
Numbers without * were called inactive; / = no result given.

Structure	Peg3 prom inh	hiPSC survival	PDI inh	NR2E3 ag-2	Shn3 3UTR inh	MITF TRPM1 inh	Cardio protect	CaV13 ICDI inh	NR2E3 ag-1	HIF-2a block	HTR2A ag
CCn1cc(/C=C(\NC(=O)c2ccc(OC)cc2)C(=O)N2CCOCC2)c2ccccc21	-8.1	0.2	3.3	-3.8	-14.9	0.0	-0.8	-13.8	-0.8	3.5	-0.4
CC1=C(C(=O)N2CCN(c3cc(C)ccc3C)CC2)C2(CCCCC2)OC1=O	14.9	-0.9	2.8	-24.9	-7.3	-1.7	-1.5	47.1*	2.0	8.7	-0.3
COc1ccc(N(CC(=O)Nc2ccccc2C(N)=O)S(=O)(=O)c2ccc(C)c([N+](=O)[O-])c2)cc1	-29.9	-0.5	0.5	-44.5	-26.9	-31.9	14.9	-1.4	-2.7	-83.1	-3.3
CCNc1cc(N2CCOCC2)nc(SC)n1	0.9	-0.5	-1.6	-16.9	-7.3	7.2	-3.7	-1.4	-0.1	10.0	-4.4
Cc1nnc(NC(=O)CSc2ncn(-c3ccccc3)n2)s1	-2.8	-2.0	0.0	-3.8	2.5	-5.8	5.1	1.4	-4.2	-13.2	8.3
O=[N+]([O-])c1ccc(O)c(/C=N/Nc2ncnc3c2cnn3-c2ccccc2)c1	33.5	-0.2	-8.8	4.1	91.7*	11.9	9.0	-18.3	/	-129.6	1.2
Cc1ccc(C(=O)NCC(c2ccco2)N2CCOCC2)cc1 (stereo not drawn)	11.0	-0.3	-3.2	-0.3	68.2	8.7	4.9	-4.9	-3.4	-8.1	-8.0
Cc1ccc(-c2nnc3n2N=C(c2ccccc2)CS3)cc1	3.4	3.1	/	-9.7	-8.1	-20.2	-3.7	-2.4	4.9	-15.0	3.2
Cc1c(C(=O)N(Cc2ccccc2)C(C)C)oc2ccc(S(=O)(=O)N3CCOCC3)cc12	51.1*	5.2	6.6	-4.6	23.1	7.0	4.5	-5.3	0.0	25.0	9.3
CC(C)N(C(=O)C(F)(F)F)C(C(=O)NC1CCCCC1)c1ccncc1 (stereo not drawn)	6.5	0.9	2.7	-6.3	5.4	-4.2	-1.3	-3.4	2.7	9.3	10.3
c1nc(N2CCN(Cc3ccc4c(c3)OCO4)CC2)c2[nH]cnc2n1	12.0	8.4	0.2	-40.9	18.8	/	-6.7	-6.1	0.1	13.0	20.4*
CCNC(=O)C1CCCN(C(=O)c2ccco2)CC1 (stereo not drawn)	-5.8	-1.5	-3.9	-37.1	3.8	/	1.4	-4.5	/	1.6	-2.7
CCCCN(C(=O)c1ccc(S(=O)(=O)N2CCCC2)cc1)C1CCS(=O)(=O)C1 (stereo not drawn)	8.8	0.8	2.3	13.2	-37.8	-0.6	-3.1	-1.8	-3.1	2.1	-0.5
CC(OC(=O)c1cc[n+]([O-])cc1)C(=O)Nc1ccc(C(N)=O)cc1 (stereo not drawn)	4.6	0.8	8.7	-21.4	-6.9	0.4	4.3	-6.2	-2.4	0.6	4.7
O=C(CN1C(=O)c2ccccc2C1=O)Nc1ccc(N2CCOCC2)cc1	3.3	2.0	-1.0	-16.8	-0.9	-2.2	-2.3	-3.1	2.6	10.4	0.8
CCOCCCNC(=O)C1CCN(C(=O)Nc2ccc(C)cc2)CC1	5.2	-2.2	-9.9	-10.0	-31.1	3.2	-1.3	-5.6	-0.7	3.2	-0.3
CCN(CC)S(=O)(=O)c1ccc(N2CCCC2)c(NC(=O)C2=COCCO2)c1	10.8	-0.6	13.6	10.7	0.5	6.8	-2.8	-3.7	-3.1	2.3	-2.0
O=C(Nc1cccc(Cl)c1N1CCCC1)c1ccc([N+](=O)[O-])o1	9.8	-0.1	7.5	-4.4	-30.2	23.1	-10.3	2.0	-1.8	7.1	4.3
COc1ccc(CCn2c(N)c(S(=O)(=O)c3cccs3)c3nc4ccccc4nc32)cc1OC	10.5	-1.6	3.2	-7.4	16.1	-1.9	-7.2	-7.7	2.3	1.7	2.5
COc1ccc2c(c1)c(=O)c(C(=O)c1ccccc1)cn2Cc1ccc(C)cc1	23.5	-0.7	6.7	-52.5	10.5	19.1	3.5	-6.4	2.3	6.8	-2.8
N#C/C(=C\c1cn(Cc2ccccc2)c2ccccc12)C(=O)NCc1ccco1	-10.8	-0.3	3.5	7.6	-6.2	-24.2	0.3	-8.7	2.8	0.3	-5.1
CCOc1ccccc1C(=O)NCC(=O)NCc1ccc(S(=O)(=O)N2CCOCC2)cc1	-4.3	-0.5	-0.8	-10.7	-9.6	-0.7	4.1	-5.4	2.0	9.1	-2.2
O=C(Nc1ccc(-c2csc(Nc3cccc(C(F)(F)F)c3)n2)cc1)c1cc([N+](=O)[O-])cc(C(F)(F)F)c1	-16.6	-1.5	-3.5	1.0	78.6	-13.4	-6.4	-3.6	0.2	-3.5	5.7
COc1ccc(-n2c(C)c(C)c3c(NCCCO)ncnc32)cc1	-77.1	-0.7	1.5	-42.2	-58.6	-30.2	9.4	-1.6	/	-117.3	-3.5
COc1cc(OC)cc(C(=O)NCC(=O)N2CCN(Cc3ccccc3)CC2)c1	3.2	-0.4	-1.8	-18.8	8.0	1.4	-1.8	-2.5	/	3.4	-2.0
Cc1cc(Cl)ccc1OCc1nnc2n1CCCCC2	-10.8	1.1	8.8	-23.4	-5.7	5.3	-11.0	-7.0	-0.6	-16.4	-0.2
Cc1cc(-c2nnc3n2CCCCC3)c(C)n1-c1ccccc1	-12.8	0.2	-5.2	-9.2	12.4	2.0	-4.7	-10.5	-1.2	-81.4	2.4
COc1ccc(Cl)cc1NC(=O)COC(=O)CNC(=O)c1ccc([N+](=O)[O-])c(C)c1	-1.4	-0.4	-5.9	6.3	12.7	-6.3	3.3	-18.6	3.5	8.5	2.9
Cc1ccccc1NC(=O)Nc1ccc2c(c1)OCO2	-263.8	-0.1	-5.8	-80.2	-61.4	-50.6	-11.3	-5.9	2.3	-178.5	-3.2
COc1ccc(OC)c(-c2csc(-c3cccs3)n2)c1	-103.7	1.7	-5.3	-36.1	-4.6	-13.0	-11.7	-7.1	1.6	-121.9	-7.7

Next part
Structure	Peg3 prom inh	hiPSC survival	PDI inh	NR2E3 ag-2	Shn3 3UTR inh	MITF TRPM1 inh	Cardio protect	CaV13 ICDI inh	NR2E3 ag-1	HIF-2a block	HTR2A ag
CCCn1c(=O)c(C(=O)Nc2ccccc2C)c(O)c2ccccc21	-67.5	-0.7	-3.5	-14.8	-7.1	13.3	20.1	-1.5	-3.9	-63.9	2.4
Cc1ccc(-c2[nH]c(-c3ccc(C(=O)O)cc3)nc2-c2ccccc2)cc1	9.7	-2.1	0.9	-3.0	9.4	5.9	-6.9	-16.5	-0.2	3.9	-2.6
O=C(Cn1cnc2c(cnn2-c2ccccc2)c1=O)Nc1ccc(S(=O)(=O)N2CCOCC2)cc1	-9.0	1.2	2.4	8.4	15.7	2.1	6.7	-5.2	1.7	18.7	-2.1
Cc1nc2c(Cl)cccc2[nH]1	-10.7	-0.2	-7.9	-9.2	-2.8	8.0	4.9	-4.6	-0.1	5.9	5.2
CC(=O)Nc1ccc(C(=O)COC(=O)C2CC2C)c(F)c1 (stereo not drawn)	-316.1	-0.6	-2.5	-129.3	-60.4	-114.8	-8.3	-5.6	/	-220.3	10.1
COc1ccc(C(=O)NC2CC3CCCC(C2)N3CC(C)C)cc1OC (stereo not drawn)	9.4	-0.4	0.1	-25.4	-27.4	8.7	-1.2	-4.4	-5.0	12.2	1.1
Cc1csc(-c2cnn(-c3ccccc3)c2NC(=O)c2ccccc2)n1	9.0	1.7	-4.5	-4.0	10.5	2.4	2.6	-4.4	2.3	5.3	-1.1
CC(Sc1nnc(NC2CCCCC2)s1)C(=O)Nc1ccc2c(c1)C(=O)c1ccccc1C2=O (stereo not drawn)	-77.8	1.6	1.0	-95.0	2.7	-69.0	1.7	-25.4	-0.8	-189.5	2.1
CC[C@]12c3[nH]c4cc(CCC(=O)N(C)C)ccc4c3CCN1C(=O)[C@@H](CC(=O)NCCc1ccccn1)C[C@@H]2C(=O)N1CCN(C(=O)c2ccco2)CC1	-26.4	1.9	-6.5	-58.2	-19.6	-19.9	-8.7	-5.7	/	-61.4	1.4
CCOC(=O)c1c(N)sc(C(=O)N2CCOCC2)c1C	9.8	1.0	-6.7	-1.4	-5.9	-10.8	-6.9	-3.6	1.0	9.2	-0.5
N#Cc1ccc(N2CCN(C(=O)c3cccs3)CC2)c(F)c1	-25.4	1.7	8.9	-35.8	-15.1	-14.8	6.4	-1.9	-2.9	-15.3	-2.2
Nc1cc(S(=O)(=O)N2CCCCC2)ccc1Oc1ccc(Cl)cc1	14.4	-0.9	9.0	-13.8	4.1	4.9	-20.7	-4.0	1.5	17.5	-4.2
CC(=O)c1c(C)[nH]c(C(=O)Nc2nc(-c3ccccc3)c(C)s2)c1C	-184.3	-0.8	2.5	-28.9	-28.0	-103.5	-1.7	-16.8	0.3	-295.3	-1.4
CCN(CC)c1ccc(NC(=O)CN2CCN(CC(=O)Nc3ccc(F)cc3)CC2)cc1	26.2	3.7	8.6	22.3	9.9	-7.4	-10.0	-0.5	-2.4	7.7	-4.3
Cc1cccc(CCNC(=O)C2CCN(S(=O)(=O)N3CCOCC3)CC2)c1	-9.2	-0.3	6.1	1.9	-0.3	-7.1	-2.6	-3.1	-2.6	8.1	2.2
